Screening data: PubChem BioAssay, MTDP
RNase H inhibition: RNase H inhibition, HIV 1 Gag Pol polyprotein, FRET biochemical assay, screening (AID 372). HIV-1 RT RNase H, FRET RNA/DNA substrate fluorescence; higher % means a stronger effect. inhibition, % at 10 µM, or IC50 in µM where a hit was titrated. 100,000 compounds, 0.77% hits; in the data active = inhibition above about 50%
* marks the source's active call; other numbers are inactive results; & = joins results of further samples.

SMILES	RNase H inhibition
Oc1ccc(Br)cc1C=NN1CCN(Cc2ccccc2Cl)CC1	7%
COc1ccc(N2C(=O)NC(=O)/C(=C/c3ccccc3)C2=O)cc1	0%
COc1ccc(OC)c(NC(=O)CN(c2ccc(C)cc2)S(=O)(=O)c2ccccc2)c1	18%
CCOc1ccc(C(NC(=O)c2ccc(F)cc2)c2ccc(OC)c(OC)c2)cc1 (stereo not drawn)	9%
CCn1c(-c2ccc(OC)cc2)n[nH]c1=S	16%&6%
COc1ccc(C(=O)N2CCN(Cc3ccc(Cl)cc3)CC2)cc1OC	15%
Cc1[nH]n(-c2ccccc2)c(=S)c1/C=N/c1ccccn1	1%
Cc1ccccc1-c1nnn(Cc2ccc(F)cc2Cl)n1	12%
CCOC(=O)c1c(NC(=O)c2cccc(F)c2)sc(C(=O)Nc2cc(C(F)(F)F)ccc2Cl)c1C	16%
CC(C)c1ccc(/C=C2/C(=N)N3N=C(c4ccccc4)SC3=NC2=O)cc1	12%
COc1cc(C=O)ccc1OCCCOc1cccc(Oc2ccccc2)c1	100µM*
COc1cc2c(cc1OC)CN(Cc1c(F)cccc1F)CC2	2%
CCOc1cccc(NC(=O)/C(C#N)=C\c2cc(OC)c(O)cc2Br)c1	18%
C=CCOc1c(I)cc(I)cc1/C=C(/C#N)c1nc2ccccc2[nH]1	15%
CCCCSCC(COC)OC(C)=O (stereo not drawn)	4%
COC(=O)C1=C(C)N(Cc2ccccc2)C(=O)/C1=C\c1ccc(C(=O)O)cc1	2%
CCN1C(=O)NC(c2ccccc2[N+](=O)[O-])C(C(=O)OC2CCCCC2)=C1C (stereo not drawn)	14%
Ic1cccc(-c2nc(-c3ccncc3)no2)c1	59%*
CCOC(=O)c1c(NC(=O)c2ccc(Cl)cc2Cl)sc(C)c1C	10%
O=C(/C=C/c1ccc(Cl)cc1)Nc1nc2ccccc2s1	38%

3 entries out of the list, arranged by number of heavy atoms, ascending:
SMILES	RNase H inhibition
Oc1ccc(Br)cc1C=NN1CCN(Cc2ccccc2Cl)CC1	7%
CCN1C(=O)NC(c2ccccc2[N+](=O)[O-])C(C(=O)OC2CCCCC2)=C1C (stereo not drawn)	14%
CCOc1ccc(C(NC(=O)c2ccc(F)cc2)c2ccc(OC)c(OC)c2)cc1 (stereo not drawn)	9%

(more compounds)
SMILES	RNase H inhibition
Cc1cccc(NC(=S)NC(=O)c2ccccc2Br)n1	33%
CC(C)CC(/C(O)=C(\C#N)c1nc2ccccc2[nH]1)N1C(=O)c2ccccc2C1=O (stereo not drawn)	7%
O=C(CCCOc1ccc(Cl)cc1Cl)Oc1ccc(Br)cc1Br	34%
COC(=O)c1c(C)[nH]c(C)c1-c1ccc(C)cc1	8%
CCC1=NN2C(=N)/C(=C/c3ccc(OCc4ccccc4Cl)c(OC)c3)C(=O)N=C2S1	19%
Oc1ccc(Nc2nc(-c3ccccn3)cs2)cc1	10%
COc1ccc(C2CC(=O)C3=C(C2)NC(C)=C(C(=O)OCc2ccccc2)C3c2ccccc2OC)cc1 (stereo not drawn)	13%
O=C1S/C(=C/c2ccccc2Cl)C(=O)N1c1ccccc1	15%
N#C/C(=C\c1ccc(-c2ccccc2F)o1)c1nn(-c2ccccc2)c(N)c1C#N	13%
CCOc1ccc(/C=C2\SC(=O)N(c3ccccc3)C2=O)cc1	19%
COC(=O)C(=O)/C=C(/O)c1ccc(C)cc1	8%
Cc1ccc(NN=C(C#N)C#N)c([N+](=O)[O-])c1	15%
CN(C)c1ccc(S(=O)(=O)c2ccc(Cl)cc2)cc1	0%
COC(=O)C1=NNC2C(=O)N(c3cccc(Cl)c3C)C(=O)C12 (stereo not drawn)	0%
O=C1NC(=S)S/C1=C/c1cc(Cl)ccc1OCc1ccccc1	35%
COc1ccc(OC)c(C2/C(=C(\O)c3ccccc3)C(=O)C(=O)N2c2cccc(Cl)c2)c1 (stereo not drawn)	16%
CCOC(=O)C1=C(C)NC(=S)NC1c1ccc(Cl)cc1 (stereo not drawn)	4%
COc1ccccc1C(=O)Nc1ccc2nc(SCC(=O)N3CCc4ccccc43)sc2c1	18%
C=CCc1cccc(/C=N/N=C/c2cccc(CC=C)c2O)c1O	0%
CC(Oc1ccc(/C=C(\C#N)C(N)=O)cc1)c1ccccc1 (stereo not drawn)	29%

Another view of 17 compounds above:
mol,RNase H inhibition
Cc1cccc(NC(=S)NC(=O)c2ccccc2Br)n1,33%
CC(C)CC(/C(O)=C(\C#N)c1nc2ccccc2[nH]1)N1C(=O)c2ccccc2C1=O (stereo not drawn),7%
O=C(CCCOc1ccc(Cl)cc1Cl)Oc1ccc(Br)cc1Br,34%
COC(=O)c1c(C)[nH]c(C)c1-c1ccc(C)cc1,8%
CCC1=NN2C(=N)/C(=C/c3ccc(OCc4ccccc4Cl)c(OC)c3)C(=O)N=C2S1,19%
Oc1ccc(Nc2nc(-c3ccccn3)cs2)cc1,10%
COc1ccc(C2CC(=O)C3=C(C2)NC(C)=C(C(=O)OCc2ccccc2)C3c2ccccc2OC)cc1 (stereo not drawn),13%
O=C1S/C(=C/c2ccccc2Cl)C(=O)N1c1ccccc1,15%
N#C/C(=C\c1ccc(-c2ccccc2F)o1)c1nn(-c2ccccc2)c(N)c1C#N,13%
CCOc1ccc(/C=C2\SC(=O)N(c3ccccc3)C2=O)cc1,19%
COC(=O)C(=O)/C=C(/O)c1ccc(C)cc1,8%
Cc1ccc(NN=C(C#N)C#N)c([N+](=O)[O-])c1,15%
CN(C)c1ccc(S(=O)(=O)c2ccc(Cl)cc2)cc1,0%
COC(=O)C1=NNC2C(=O)N(c3cccc(Cl)c3C)C(=O)C12 (stereo not drawn),0%
O=C1NC(=S)S/C1=C/c1cc(Cl)ccc1OCc1ccccc1,35%
COc1ccc(OC)c(C2/C(=C(\O)c3ccccc3)C(=O)C(=O)N2c2cccc(Cl)c2)c1 (stereo not drawn),16%
CCOC(=O)C1=C(C)NC(=S)NC1c1ccc(Cl)cc1 (stereo not drawn),4%

(listing goes on)
SMILES	RNase H inhibition
Cc1ccc(C)c(/C=C2\N=C(c3ccc(F)cc3)OC2=O)c1	16%
CCOC(=O)C1=C(C)NC2=C(C(=O)CC(c3ccc(Cl)cc3)C2)C1c1cccc(OC)c1OC (stereo not drawn)	5%
CCNC(=S)NNC(=O)c1cc(-c2ccccc2)nc2ccccc12	8%
CC(=O)Nc1ccc(NC2=CC(=O)CC(c3ccccc3)C2)cc1 (stereo not drawn)	6%
CCCCNCCCCCOc1ccc(F)cc1	7%
Cc1ccc(C)c(OCCn2cc(C=O)c3ccccc32)c1	25%
COC(=O)c1ccc(NC(=O)CCN2C(=O)c3cccc([N+](=O)[O-])c3C2=O)cc1	9%
Cc1ccc(-c2n[nH]c(=S)n2-c2ccccc2)cc1	8%
COc1cccc(N2C(=O)c3ccc(C(=O)Nc4ccccc4O)cc3C2=O)c1	7%
CC(=O)N/C(=C\c1ccccc1)C(=O)Nc1ccc(C)c(F)c1	4%
Cc1no[n+]([O-])c1COc1ccc(/C=C2\N=C(c3ccccc3)OC2=O)cc1	15%
Cc1ccc(N=Cc2ccc(N(C)C)cc2)cc1I	10%
O=C(COc1cccc2ccccc12)Nc1ccc2c(c1)OCO2	15%
CCOC(=O)Nc1ccc2c(c1)N(C(=O)N(CC)CC)c1ccccc1CC2	11%
CCOC(=O)C1=C(C)NC(=O)NC1c1ccc(-c2ccc([N+](=O)[O-])cc2C)o1 (stereo not drawn)	17%
Cc1ccc(N2CCN(/N=C\c3cccc(Cl)c3Cl)CC2)cc1	0%
O=C(CCCN1C(=O)c2cccc3cccc(c23)C1=O)Nc1cccc2ccccc12	10%
CCOC(=O)c1c(Cl)cc(Cl)c(N)c1[N+](=O)[O-]	4%
CCOc1cc(C2C(C#N)=C(C)NC3=C2C(=O)CC(c2ccccc2)C3)ccc1OC(C)=O (stereo not drawn)	8%
Fc1cccc(Nc2cc(-n3cccn3)ncn2)c1	0%
O=C(Nc1cccc(N2C(=O)C=CC2=O)c1)c1cccs1	21%
COc1cccc(/C=C2\SC(=S)N(CCCC(=O)Nc3nnc(CC(C)C)s3)C2=O)c1	8%
C=CCc1cccc2cc(C(=O)N3CCCCC3)c(=O)oc12	1%
O=C(NNC(=O)C1CC=CCC1)c1ccccc1Br (stereo not drawn)	0%
CCCCOc1ccc(C(C)=O)cc1Cc1c(O)nc(SC)[nH]c1=O	0%
CCCCOC(=O)C1=C(C)NC2=C(C(=O)CCC2)C1c1ccccc1OCCCC (stereo not drawn)	19%
Cc1ccc(S(=O)(=O)N(CC(=O)Nc2ccc(C)cc2C)c2ccccc2Cl)cc1	4%
COc1ccc(OCC(=O)NNC(=O)c2cccc(O)c2)cc1	1%
CC(C)(C)NS(=O)(=O)c1ccc(N2C(=O)CCC2=O)cc1	11%
O=C(C(c1ccccc1)c1ccccc1)N1CCN(C2CCCC2)CC1	3%
CCOP(=O)(O)COc1ccc([N+](=O)[O-])cc1	0%
COc1ccc(C(=O)NNC(=O)c2cc(OC)cc(OC)c2)cc1	0%
CC(=O)c1cc(Cl)ccc1OC(=O)c1ccc(C)cc1	0%
Cc1ccc2[nH]c3nc(N/N=C/c4c(C)[nH]n(-c5ccccc5)c4=O)nnc3c2c1	2%
CC(C)c1ccc(OC(=O)CN2C(=O)c3ccccc3C2=O)cc1	17%
O=C(CC1(O)C(=S)Nc2ccccc21)c1ccc(Br)cc1 (stereo not drawn)	4%
O=C(Nc1nc(-c2ccc(Cl)c(Cl)c2)cs1)c1cccc([N+](=O)[O-])c1	5%
Cc1c(C(=O)OC(C)C)sc(NC(=O)c2ccc(Cl)c([N+](=O)[O-])c2)c1C(N)=O	31%
COc1ccccc1NC(=O)C1=C(C)NC(=O)NC1c1cccc([N+](=O)[O-])c1 (stereo not drawn)	0%
CC1=C(C#N)C(c2ccccc2Br)C2=C(CC(c3ccc(Cl)cc3)CC2=O)N1 (stereo not drawn)	18%
Cc1ccccc1-n1c(C)cc(/C=N/NC(=O)c2ccncc2)c1C	5%
Cc1ccc2nc(-c3ccc(NC(=O)/C=C/c4cccc([N+](=O)[O-])c4)cc3)oc2c1	54%*
CCOc1ccc2c3c(cccc13)C(=O)C=C2C	0%
COc1cccc(NC(=O)c2cc(Cl)ccc2OC)c1	2%
COc1ccc(C(=O)N2N=C(C)CC2(O)C(C)(C)C)cc1 (stereo not drawn)	2%
Cc1ccc(/C=C/C(=O)Nc2ccc(Br)cc2)o1	15%
CC(=O)COc1ccc2c(-c3ccccc3)cc(=O)oc2c1	21%
C/C(=N\N=C(/N)SC1CC(=O)N(c2ccc(Cl)cc2)C1=O)c1ccc(Br)s1 (stereo not drawn)	14%
Cc1ccc(NC(=O)C(C)N2C(=O)c3ccccc3C2=O)cc1C (stereo not drawn)	3%
Cc1ccc(OCC(=O)NN)c(Br)c1	2%
O=C(COC(=O)c1ccccc1I)c1ccc2c(c1)OCCO2	57%*
COc1cccc(C(=O)Nc2ccc(Cc3ccc(NC(=O)c4cccc(OC)c4)cc3)cc2)c1	11%
Cc1cc(=O)n(-c2cccc(C(F)(F)F)c2)n1C	3%
Clc1ccc(Nc2nc(-c3ccncc3)nc3ccccc23)cc1	19%
Cc1ccccc1NC(=O)CCC(=O)N/N=C/c1cc([N+](=O)[O-])ccc1O	8%
O=C(COc1cccc(Cl)c1)Nc1nccs1	0%
CC/C(=C1\C(=O)N(c2nc3ccccc3s2)N=C1C(F)(F)F)N1CCCCC1	5%
Cc1ccc(C2C(C#N)=C(N)OC3=C2C(=O)CC(C)(C)C3)s1 (stereo not drawn)	5%
COc1ccc(NC(=O)/C(C#N)=C\c2cc(C)n(-c3ccc([N+](=O)[O-])cc3)c2C)cc1	8%
O=c1[nH]c(-c2ccccc2O)nc2ccccc12	0%
Next section
SMILES	RNase H inhibition
CCOc1ccc(NC(=O)c2ccc(-c3ccc([N+](=O)[O-])cc3OC)o2)cc1	36%
COc1cccc(OC)c1C(=O)c1ccccc1	7%
Cc1cccc(NC(=O)CN(c2ccc(Br)cc2)S(=O)(=O)c2ccccc2)c1C	3%
CC(=O)NC1=NN(C(C)=O)C(C)(c2ccccc2)S1 (stereo not drawn)	12%
O=C(Nc1c[nH]c(=O)[nH]c1=O)c1ccc2c(c1)C(=O)N(N1C(=O)c3ccccc3C1=O)C2=O	12%
O=C(/C=C/c1ccccc1)NC(=S)Nc1ccc(F)cc1	13%
Cc1sc(NC(=O)c2ccc(F)cc2)c(C(=O)OC(C)C)c1C	0%
COc1ccc2c(c1)CC/C2=N/OC(=O)c1cc(OC)c(OC)c(OC)c1	12%
Oc1ccccc1-c1cc(-c2ccc(Cl)cc2)n[nH]1	6%
CCc1nnc(NC(=O)CN2CCN(Cc3ccccc3)CC2)s1	17%
CC/C(=N\O)C(=O)c1ccc(F)cc1	11%
COc1ccc(NC2=NS(=O)(=O)c3cc([N+](=O)[O-])ccc32)cc1	0%
CCOC(=O)C1=C(C)NC2=C(C(=O)CCC2)C1c1cc(OC)c(OC)c(OC)c1 (stereo not drawn)	22%
O=C(NN=C1CCN(Cc2ccccc2)CC1)c1ccco1	15%
Cc1cccc(N2C(=O)CC(N3CCN(c4ccc(F)cc4)CC3)C2=O)c1 (stereo not drawn)	6%
OCCN1CCN(Cc2cccc(Oc3ccc(Cl)cc3)c2)CC1	3%
O=C(O)c1ccccc1-c1ccccc1C(=O)Nc1nc(-c2ccccc2)cs1	0%
COc1ccc(C2/C(=C(\O)c3ccc(Br)cc3)C(=O)C(=O)N2C)c(OC)c1 (stereo not drawn)	4%
CC1=C(C(=O)Nc2ccccc2)C(c2ccccc2Br)NC(=O)N1 (stereo not drawn)	8%
O=C(CN1CCSCC1)N/N=C/c1ccc(-c2ccccc2)cc1	7%
O=C(O)c1cccc(NS(=O)(=O)c2cccc(S(=O)(=O)c3ccc(Br)cc3)c2)c1	18%
CCCCOC(=O)c1ccc(NC(=O)CSc2nc3ccccc3s2)cc1	25%
COc1cc(/C=c2\sc3nc4cc(C)c(C)cc4n3c2=O)c(Br)cc1OCC(=O)O	1%
CC(=O)c1c(C)n(-c2ccccc2)c2ccc(OCC(O)CN3CCCCC3)cc12 (stereo not drawn)	12%
COc1ccccc1NC(=O)CC1SC(=Nc2ccccc2)N(c2ccccc2)C1=O (stereo not drawn)	5%
Cc1cc2nc(-c3ccc(NC(=S)NC(=O)c4ccc(F)cc4)cc3)oc2cc1C	13%
O=C1C(=Cc2ccc(Cl)cc2)C(=O)c2ccccc21	27%
CCc1ccc(NC(=O)c2ccccc2C(=O)O)cc1	4%

Some of the compounds tested. The share of hits here may be higher or lower than overall.
